# High-throughput results deposited in PubChem BioAssay by National Center for Advancing Translational Sciences (NCATS).
# Apoferritin bind = binds horse apoferritin like a general anesthetic | P02791 | apoferritin/1-aminoanthracene competitive binding, fluorescence | actives 0.074% (n = 350,000) | Potency, µM (doses to about 77.5 µM), inactives show top-dose activity change, negative = displacement, most hits filed as inhibitors | AID 485281; active means well fitted inhibition curve with a large enough effect; inconclusive means small, poorly fitted or top-dose-only effect; inactive means no such curve, though single readings can be large or run the other way; further: nearly all actives have a fitted effect of over 20% in size
# Target sequence (P02791 2-175 limits assumed): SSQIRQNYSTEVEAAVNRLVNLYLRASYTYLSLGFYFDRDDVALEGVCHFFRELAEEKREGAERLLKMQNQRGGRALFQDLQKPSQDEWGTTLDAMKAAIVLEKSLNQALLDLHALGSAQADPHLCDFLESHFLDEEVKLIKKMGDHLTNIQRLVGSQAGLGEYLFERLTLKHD
#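 In PBS, apoferritin at 10 uM is loaded with 1-AMA from a 50% saturated solution. After 10 min of compound exposure at ambient temperature, reduced 535 nm fluorescence indicates probe displacement.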
# * hit, by the source's call; u = inconclusive; & = joins results of further samples; [ ] = dose if it differs, or a comment. On the % scale 0 is the no-effect control and ±100 the full control effect; potency means the concentration at half of the fitted maximal effect. Not all compounds are listed; the hit share may differ from the screen's.
SMILES,Apoferritin bind
C=COCC1CN2C(CCC(C)C2c2ccc(Br)cc2)C(=O)O1 (configuration not stated),5.0%&-10.9%[15.3 µM]
CCN1C(=O)[C@H]2[C@H]3[C@H](O)[C@H](O)C/C(=N/OCC(C)C)[C@@H]3CC[C@@H]2C1=O,2.7%[15.3 µM]
NCCCCCc1cnc[nH]1,-9.7%
O=C(O)C1(O)CC(O)C(O)C(O)C1 (configuration not stated),-3.8%
CC(=O)OC[C@@H]1O[C@H](C/C=N\OC[C@@H](O)COCc2ccco2)C=C[C@@H]1OC(C)=O,-6.3%[15.3 µM]
O=S1(=O)C2CC3OC2(CC3c2ccc(F)cc2)CN1Cc1ccc(Cl)cc1 (configuration not stated),7.6%
C[C@@H](CN1c2ccccc2Sc2ccccc21)N(C)C,1.4%[29.3 µM]
COc1ccc(CC(N)C(=O)N[C@H]2[C@@H](O)[C@H](n3cnc4c(N(C)C)ncnc43)O[C@@H]2CO)cc1 (some centres not stated),3.1%
CC[C@H](C)[C@H](NC(=O)[C@H](Cc1ccc(O)cc1)NC(=O)[C@H](Cc1cnc[nH]1)NC(=O)[C@H](CCCNC(=N)N)NC(=O)[C@H](CC(C)C)NC(=O)[C@H](C)NC(=O)[C@@H](N)CO)C(=O)N[C@@H](CC(N)=O)C(=O)N[C@@H](CC(C)C)C(=O)N[C@H](C(=O)N[C@H](C(=O)N[C@@H](CCCNC(=N)N)C(=O)N[C@@H](CCC(N)=O)C(=O)N[C@@H](CCCNC(=N)N)C(=O)N[C@@H](Cc1ccc(O)cc1)C(N)=O)[C@@H](C)O)[C@@H](C)CC,-3.3%
CC(C)=CCC/C(C)=C/CO/N=C1/C[C@@H](O)[C@@H](O)[C@@H]2[C@@H]3C(=O)N(c4cccc(Oc5ccccc5)c4)C(=O)[C@H]3CC[C@@H]12,-12.9%[15.3 µM]
Cc1cccc(COC[C@H](Cc2ccccc2)N2CCN(C(=O)c3cccc(C)c3)CCC2=O)c1,-9.9%
CCOC(=O)OCC1OC(c2ccc(C(C)=O)cc2)C=CC1Oc1ccc(-c2ccccc2)cc1 (configuration not stated),-10.6%[15.3 µM]
Cc1cc2oc(=O)cc(-c3ccccc3)c2c(C)c1-c1ccc(C#N)cc1,u
COC(=O)[C@@]1(C)C=C[C@@H](Cc2ccccc2)N1C,-20.6%
CCOC(=O)CCN1C(=O)[C@H]2[C@H]3[C@H](O)[C@H](O)C/C(=N/OC[C@@H](O)COCc4ccco4)[C@H]3CC[C@@H]2C1=O,10.8%[15.3 µM]
COC(=O)CCC(C)C1CCC2C3CC[C@H]4CC(O)CC[C@@]4(C)C3CC(O)[C@]12C (some centres not stated),-0.5%
COC(=O)[C@@]1(Cc2ccc(F)cc2)[C@@H]2[C@@H](CC(=O)[C@H]2CC(=O)C(=O)N2CCCC2)CN1C(=O)c1ccccc1,3.9%
CN1CC[C@@]23c4ccccc4N[C@H]1[C@]21CCN(C)[C@@H]3Nc2ccccc21,0.9%[29.3 µM]
CC(C)(C)N1C(=O)[C@@H]2[C@H]3C(=CC[C@H]2C1=O)C(=O)[C@H]1O[C@H]1[C@H]3O,-2.8%[15.3 µM]
COc1cc2c3cc1Oc1cc(ccc1O)CC1c4c(cc(OC)c(O)c4Oc4ccc(cc4)CC3N(C)CC2)CC[N+]1(C)C (configuration not stated),-2.2%
COc1ccccc1C1CC(=O)Oc2cc(C)c(Cl)c(C)c21 (configuration not stated),80.8%[activator][110 µM]
N#Cc1cccc(-c2nc(Nc3ccncc3)c3ccccc3n2)c1,-4.9%
OCc1cc2c(cn1)[nH]c1ccccc12,35.3%[activator]
CCCC[C@H]1CCCO[C@@](C(=O)NCc2cc(C)n(C)n2)(C(F)(F)F)C1,-14.4%
C[C@@H]1Cc2ccccc2N1NC(=O)c1ccc(Cl)c(S(N)=O)c1 (some centres not stated),-0.7%[29.3 µM]
SMILES,Apoferritin bind
CCN1CCN(C(=O)NC(C(=O)NC2C(=O)N3C(C(=O)O)=C(CSc4nnnn4C)CSC23)c2ccc(O)cc2)C(=O)C1=O (configuration not stated),-12.0%&-8.5%
Nc1ncnc2c1ncn2[C@@H]1O[C@H](COP(=O)(O)O)[C@@H](O)[C@@H]1O,-2.6%[29.3 µM]
CNC(=O)[C@]1(C)C[C@H]1[C@H](NC(=O)[C@]1(C)C[C@H]1[C@H](NC(=O)OCc1ccccc1)c1ccccc1)c1ccccc1,-1.3%
Cc1ccc(F)c(C2C3C=CCCC3(C)C(=O)N2Cc2ccccc2)c1 (configuration not stated),6.7%
Cc1nccn1CC1CCC2C(C1=O)c1ccccc1N2C (configuration not stated),3.0%
CC(C)C[C@H](NC(=O)[C@@H](Cc1c[nH]c2ccccc12)NC(=O)[C@H](Cc1ccc(O)cc1)NC(=O)[C@H](CO)NC(=O)[C@H](Cc1c[nH]c2ccccc12)NC(=O)[C@H](Cc1cnc[nH]1)NC(=O)[C@@H]1CCC(=O)N1)C(=O)N[C@@H](CCCN=C(N)N)C(=O)N1CCC[C@H]1C(=O)NCC(N)=O,0.4%
O=C1CCN(CCc2ccccc2)CCN1C(CSc1ccc(Br)cc1)c1ccccc1 (configuration not stated),-0.7%
CCOC(=O)OCC1OC(C#Cc2ccc(F)cc2F)C=CC1OC(=O)OCC (configuration not stated),-13.0%[15.3 µM]
CO/N=C(/C(=O)NC1C(=O)N2C(C(=O)O)=C(CSc3nc(=O)c(O)nn3C)CSC12)c1csc(N)n1 (configuration not stated),4.3%&1.3%
COc1ccc(COC[C@H](C)[C@H](O)[C@@H](C)[C@H]2OC(=O)[C@@H]2C)cc1,-7.2%
CC[C@H]1C(O)C[C@H]2CCN3C(=O)CCC[C@H]1[C@H]23 (some centres not stated),-9.6%[163 µM]
NC(=O)c1ccc[n+]([C@@H]2OC(COP(=O)([O-])OP(=O)(O)OCC3OC(n4cnc5c(N)ncnc54)C(OP(=O)(O)O)C3O)C(O)C2O)c1 (some centres not stated),-4.3%
CN(C)CC1CCn2c(c(C3=C(c4cn(C)c5ccccc45)C(=O)NC3=O)c3ccccc32)C1 (configuration not stated),-20.5%
Cc1ccc(-c2cccc(-c3cc(=O)oc4ccc(C(C)(C)C)cc34)c2)cc1,-18.5%[110 µM]
CCOCCOC(=O)C(C)Oc1ccc(Oc2ncc(C(F)(F)F)cc2Cl)cc1 (configuration not stated),-8.9%
CC(C)=CCCC1(C)C=Cc2c(O)c3c(c(CC=C(C)C)c2O1)OC12C(=CCCC1C(C)(C)O[C@@]2(C/C=C(\C)C(=O)O)C(=O)O)C3=O (some centres not stated),-6.4%
COC(=O)c1ccc(C(NC(=O)OCc2ccccc2)/C(=C/[C@@H](C)C(=O)NCc2nc3ccccc3n2C)c2cccnc2)cc1 (some centres not stated),-7.8%
COC(=O)C/C=C\[C@@H](C)[C@@H](/C=N\O[C@@H](C)CN1CCCc2nc(C)c(C)cc21)NS(=O)(=O)c1ccc(C)cc1,27.4%[15.3 µM]
CCN1C(=O)[C@H]2[C@H]3[C@H](O)[C@H](O)C/C(=N/OC/C=C(\C)CCC=C(C)C)[C@H]3CC[C@@H]2C1=O,-6.1%[15.3 µM]
C=C1C(C2(C)C=CC(=O)C(C)(C)C2CC(=O)OC)CC[C@@]2(C)C(c3ccoc3)OC(=O)C3OC132 (some centres not stated),-18.2%
CS(=O)(=O)Nc1cccc(-c2ccc3ncnc(Nc4ccc(F)cc4)c3c2)c1,2.9%
CCCCCCN(C(=O)CCCCCN1C(=O)NC(C2CCCCC2)C(C(=O)OCc2ccccc2)=C1C)C(C(=O)NCCCC)c1ccc(OCC(=O)OC)c(C(=O)OC)c1 (configuration not stated),3.3%
C[C@H]1C2=C3C(CC[C@H]4C(OCc5ccc(F)cc5C(F)(F)F)OC[C@](C)([C@@H]34)N(C(=O)OC(C)(C)C)C2)C(CO)C1CO (some centres not stated),-21.6%
CC1(C)O[C@@H]2C[C@H]3[C@H]4C[C@H](F)C5=CC(=O)CC[C@]5(C)[C@@H]4[C@H](O)C[C@]3(C)[C@]2(C(=O)CO)O1,10.5%[29.3 µM]
COc1ccc(SCCN2CCN(CCc3ccccc3)CCC2=O)cc1,-21.3%
SMILES,Apoferritin bind
CCCn1c(C)nc2c(NC3CCCCC3)nc(C)nc21,-6.4%
CC(C)OC(=O)C[C@H](NC(=O)OC(C)(C)C)c1ccccc1,-7.6%[15.3 µM]
CCOC(=O)N/N=C1/C[C@@H](O)[C@@H](O)[C@@H]2[C@H]3C(=O)N(c4ccc(F)cc4F)C(=O)[C@@H]3CC[C@@H]12,12.2%[15.3 µM]
C/C=C1\COC(C(=O)NCc2cccc(OC)c2OC)(C(F)(F)F)C=C1C=C(C)C (configuration not stated),-8.9%
C[C@@H]1C(c2ccccc2)=NN(c2ccc(Br)cc2)[C@H]1C(=O)N1CCOC1=O,486.3%[activator]
O=C(N/N=C1/C[C@@H](O)[C@@H](O)[C@@H]2[C@H]3C(=O)N(c4ccc(F)cc4F)C(=O)[C@@H]3CC[C@H]12)OCc1ccccc1,2.1%[15.3 µM]
CC(C)(C)C(=O)OCOP(=O)(OCOC(=O)C(C)(C)C)C(C)(Oc1ccc(O)cc1)P(=O)(OCOC(=O)C(C)(C)C)OCOC(=O)C(C)(C)C,-22.4%
NC(N)=NCCC[C@H](N)C(=O)NCC(=O)N[C@@H](CC(=O)O)C(=O)N[C@@H](CO)C(=O)O,-5.4%
CCc1cccc2cc(C(O)CNC(C)(C)C)oc12 (configuration not stated),-3.7%
O=C1CCCC=C1[C@H](CCc1ccccc1)OC(=O)c1ccc(Br)cc1,-8.5%[15.3 µM]
CCC1=C2CC[C@H]3C(=O)N(c4ccccc4)C(=O)[C@H]3[C@H]2[C@@]2(C)C(=O)N(CC(=O)OC)C(=O)N2C1=O,-13.8%
CCOc1cccc(C(=O)c2ccc(O)c(O)c2O)c1,-11.8%
COc1cc(OC)c2c(c1)OC(=O)CC2c1ccc(C)cc1 (configuration not stated),81.3%[activator][110 µM]
Cc1csc(B(O)O)c1,-10.9%
N[C@@H](CCCCNC(=O)CCCC[C@@H]1SC[C@H]2NC(=O)N[C@H]12)C(=O)O,13.1%
CC(=O)OC[C@@H]1O[C@H](C/C=N\OC[C@@H](C)[C@H](OCc2ccccc2)C(C)C)C=C[C@@H]1OC(C)=O,1.8%[15.3 µM]
COC(=O)[C@@]1(C)C[C@@H]1[C@@H](NC(=O)[C@@]1(C)C[C@@H]1[C@@H](NC(=O)[C@@]1(C)C[C@@H]1[C@@H](NC(=O)[C@@]1(C)C[C@@H]1[C@@H](NC(=O)OCc1ccccc1)c1ccccc1)c1ccccc1)c1ccccc1)c1ccccc1,-10.5%
O=c1c(O)c(-c2ccc(O)cc2)oc2cc(O)cc(O)c12,-13.6%[29.3 µM]
COc1ccc(-c2nnc3n2N=C(c2ccccc2OC)CS3)cc1OC,u
CCCCCCCC/C=C\CCCCCCCCOC[C@H](COP(=O)([O-])OCC[N+](C)(C)C)OC(C)=O,-5.9%
CCN[C@@H]1C[C@H](N)[C@H](O[C@H]2OC(CN)=CC[C@H]2N)[C@@H](O)[C@H]1O[C@H]1OC[C@@](C)(O)[C@@H](NC)[C@@H]1O,-11.2%[29.3 µM]
Cc1cccc(CNc2ncncc2-c2ccc3c(c2)OCO3)c1,-11.0%
CC(C)=NOC[C@@H](C)[C@H](OCc1ccccc1)C(C)C,2.1%[15.3 µM]
CCOC(=O)C1(C(C)C)Oc2ccccc2C(c2ccc(OC)cc2)=C1C(=O)OC (configuration not stated),-1.5%[110 µM]
COc1cc(C(CCN2CCOCC2)c2c(OC)cc(OC)c3ccc(=O)oc23)cc(OC)c1OC (configuration not stated),-10.5%

# The last 5 records of the part above are carried over, then new ones follow.
SMILES,Apoferritin bind
CCN[C@@H]1C[C@H](N)[C@H](O[C@H]2OC(CN)=CC[C@H]2N)[C@@H](O)[C@H]1O[C@H]1OC[C@@](C)(O)[C@@H](NC)[C@@H]1O,-11.2%[29.3 µM]
Cc1cccc(CNc2ncncc2-c2ccc3c(c2)OCO3)c1,-11.0%
CC(C)=NOC[C@@H](C)[C@H](OCc1ccccc1)C(C)C,2.1%[15.3 µM]
CCOC(=O)C1(C(C)C)Oc2ccccc2C(c2ccc(OC)cc2)=C1C(=O)OC (configuration not stated),-1.5%[110 µM]
COc1cc(C(CCN2CCOCC2)c2c(OC)cc(OC)c3ccc(=O)oc23)cc(OC)c1OC (configuration not stated),-10.5%
CC[C@@H](C)[C@H](NS(=O)(=O)c1cccc2ccccc12)C(=O)N[C@H](C=O)Cc1c[nH]c2ccccc12,u
CCCC[C@@H]1CCCO[C@@](C(=O)NCCN2CCOCC2)(C(F)(F)F)C1,-7.4%
CCCCC[C@H](O)/C=C/C=C\CCCCCCCC(=O)O,3.4%&-22.7%
CO[C@]1(NC(=O)C(C(=O)O)c2ccc(O)cc2)C(=O)N2C(C(=O)O)=C(CSc3nnnn3C)COC21 (some centres not stated),6.8%
CC(=O)OC[C@H]1O[C@@H](O/N=C\[C@@H](C)[C@H](OCc2ccccc2)C(C)C)[C@H](OC(C)=O)[C@@H](OC(C)=O)[C@H]1OC(C)=O,6.3%[15.3 µM]
CN(C)c1ccc(-c2cncnc2NCc2ccccc2)cc1,-16.1%
FC(F)(F)c1ccc(C2[C@H]3CN(CC4CCCCC4)[C@H](c4ccccc4)C34CC2(c2ccccc2)C4)cc1 (some centres not stated),1.0%
COC(=O)NC(c1ccc(Cl)cc1)C(C(C)=O)C(=O)OC (configuration not stated),-1.1%[15.3 µM]
COc1cc(O)c(C(=O)/C=C/c2ccccc2)c(O)c1,-7.9%[15.3 µM]

# 3 compounds from above, sorted by their value in Apoferritin bind, smallest number first:
SMILES	Apoferritin bind
COc1ccc(CC(N)C(=O)N[C@H]2[C@@H](O)[C@H](n3cnc4c(N(C)C)ncnc43)O[C@@H]2CO)cc1 (some centres not stated)	3.1%
CCCCCCN(C(=O)CCCCCN1C(=O)NC(C2CCCCC2)C(C(=O)OCc2ccccc2)=C1C)C(C(=O)NCCCC)c1ccc(OCC(=O)OC)c(C(=O)OC)c1 (configuration not stated)	3.3%
COC(=O)[C@@]1(Cc2ccc(F)cc2)[C@@H]2[C@@H](CC(=O)[C@H]2CC(=O)C(=O)N2CCCC2)CN1C(=O)c1ccccc1	3.9%
